High-throughput results (PubChem BioAssay)
PLCb3 inh – human PLC-beta3 inhibitors, primary screen, biochemical, fluorescence; 0.18% of 370,000 active; inhibition, % at 12.2 µM; Purified PLC-beta3, fluorogenic substrate; 1-phosphatidylinositol 4,5-bisphosphate phosphodiesterase beta-3 (Homo sapiens), Q01970; in the data active = inhibition above about 11%;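 note: 0% = median of compound wells on plate and 100% = full blocker control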
Tn7 DDE FP – inhibitors of Tn7 peptide binding to fibrin DD(E), primary screen, biochemical, fluorescence polarization, human fibrin, Tn7 probe. Fibrinogen beta chain (Homo sapiens), P02675. FP displacement of FITC-Tn7 peptide from fibrin DD(E); 0% = median of compound wells per plate. inhibition, % at 8.3 µM. 0.13% of 370,000 active. AID 720508, 2013;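 active = inhibition above the mean of compounds falling within the control limits plus 3 SD of them, cut at about 14% in these data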;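 note: 0% = plate median of compound wells and 100% = 10 µM Aha-Tn7 peptide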
Target sequence (P02675 whole entry, looked up): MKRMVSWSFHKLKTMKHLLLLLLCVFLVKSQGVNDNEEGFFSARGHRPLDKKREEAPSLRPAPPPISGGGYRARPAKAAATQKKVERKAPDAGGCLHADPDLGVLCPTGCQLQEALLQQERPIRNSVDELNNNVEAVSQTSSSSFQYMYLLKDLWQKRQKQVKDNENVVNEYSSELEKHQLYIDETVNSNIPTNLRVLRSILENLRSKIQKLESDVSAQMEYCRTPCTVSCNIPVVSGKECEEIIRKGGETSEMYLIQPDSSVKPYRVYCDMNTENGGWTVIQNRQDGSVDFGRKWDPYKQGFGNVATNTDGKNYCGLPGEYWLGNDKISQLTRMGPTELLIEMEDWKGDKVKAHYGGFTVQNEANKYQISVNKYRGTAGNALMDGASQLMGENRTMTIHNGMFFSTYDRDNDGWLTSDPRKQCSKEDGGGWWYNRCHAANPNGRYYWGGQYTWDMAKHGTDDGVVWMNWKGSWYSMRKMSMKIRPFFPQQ
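Test system: human clot-derived fibrin DD(E) complex / Quantity: 2 µM final DD(E) protein / Incubation: 10 min plus 3 h, room temperature / Measured by: fluorescence polarization / Benchmarks: high control of 10 µM Aha-Tn7 peptide / Replicates: singlicate testing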
ASAP1 GAP inh – inhibitors of human ASAP1 ArfGAP activity, primary screen, biochemical, fluorescence polarization; ASAP1-stimulated ARF1 GTP hydrolysis, GDP FP detection; inhibition, % at 16.5 µM; Arf-GAP with SH3 domain, ANK repeat and PH domain-containing protein 1 (Homo sapiens), …; AID 624377, 2012; 0.19% of 360,000 active; in the data active = inhibition above about 25%;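 note: 0% = vehicle with enzyme and substrate and 100% = no enzyme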
Target sequence (Q9ULH1 325-724 limits assumed): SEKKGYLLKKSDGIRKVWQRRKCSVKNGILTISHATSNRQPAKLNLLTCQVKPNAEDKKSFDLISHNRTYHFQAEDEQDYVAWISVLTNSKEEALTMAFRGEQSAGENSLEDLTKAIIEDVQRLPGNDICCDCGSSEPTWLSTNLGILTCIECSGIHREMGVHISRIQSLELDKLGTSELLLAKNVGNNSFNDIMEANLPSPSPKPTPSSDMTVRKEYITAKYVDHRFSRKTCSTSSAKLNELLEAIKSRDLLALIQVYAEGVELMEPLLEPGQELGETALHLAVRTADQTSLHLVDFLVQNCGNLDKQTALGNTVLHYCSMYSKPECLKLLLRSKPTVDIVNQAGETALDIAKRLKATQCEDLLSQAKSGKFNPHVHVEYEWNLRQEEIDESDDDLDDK
Tn6 DDE FP – inhibitors of Tn6 peptide binding to fibrin DD(E), primary screen, biochemical, fluorescence polarization, human fibrin, Tn6 probe. Fibrin DD(E) TRITC-Tn6 fluorescence polarization displacement. Fibrinogen beta chain (Homo sapiens), P02675. 0.21% of 370,000 active. AID 720509, 2013. inhibition, % at 8.3 µM;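 active = inhibition above a per-campaign cutoff: mean of compounds within control limits plus 3 SD, cut at about 15% in these data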;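 note: 0% = median of all compound wells on the plate and 100% = blocking peptide control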
PLCg1 inh – PLC-gamma1 enzyme inhibitors, primary screen, biochemical, fluorescence, purified enzyme | 0.84% of 370,000 active | fluorogenic substrate | inhibition, % at 12.2 µM | AID 720700, 2013 | 1-phosphatidylinositol 4,5-bisphosphate phosphodiesterase gamma-1 (Homo sapiens), P19174; in the data active = inhibition above about 9.5%
KLK7 zymogen act – proKLK7 zymogen activators, primary screen, biochemical, fluorescence intensity; purified proKLK7, EDANS-DABCYL substrate fluorescence; 100% is mature enzyme control, 0% vehicle; AID 652039, 2013; 0.9% of 370,000 active; Kallikrein-7 (Homo sapiens), P49862; activation, % at 7 µM;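 active = activation above the mean of all tested compounds plus 3 SD, computed per campaign excluding outliers beyond control limits, cut at about 13% in these data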
MBD2 DNA inh – inhibitors of MBD2 binding to methylated DNA, primary screen, biochemical, TR-FRET, DNA-binding domain, human. Methyl-CpG-binding domain protein 2 (Homo sapiens), Q9UBB5. AID 686964, 2013. 0.31% of 370,000 active. inhibition, % at 4.4 µM. MBD2 binding to methylated oligonucleotide; in the data active = inhibition above about 13%
ADAM17 inh – ADAM17 inhibitors, primary screen, biochemical, QFRET; AID 720648, 2013; 0.83% of 370,000 active; inhibition, % at 6.95 µM; recombinant ADAM17, EDANS/DABCYL FRET peptide cleavage; Disintegrin and metalloproteinase domain-containing protein 17 (Homo sapiens), P78536;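 active = inhibition above the mean of compounds lying between control limits plus 3 SD, set per campaign, cut at about 8.5% in these data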;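 note: 0% = DMSO-only wells as the low control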
ARFGAP1 inhibitor – inhibitors of rat ARFGAP1 GAP activity, primary screen, biochemical, fluorescence polarization, GDP tracer | ADP-ribosylation factor GTPase-activating protein 1 (Rattus norvegicus), Q62848 | Arfgap1-stimulated ARF1 GTP hydrolysis, GDP FP detection | inhibition, % at 16.5 µM | 0.26% of 360,000 active;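 active = inhibition above a per-plate limit, mean inhibition of low control wells plus 3 SD, cut at about 25% in these data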;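 note: 0% = DMSO wells with enzyme and 100% = wells lacking Arfgap1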
Target sequence (Q62848 1-136 limits assumed): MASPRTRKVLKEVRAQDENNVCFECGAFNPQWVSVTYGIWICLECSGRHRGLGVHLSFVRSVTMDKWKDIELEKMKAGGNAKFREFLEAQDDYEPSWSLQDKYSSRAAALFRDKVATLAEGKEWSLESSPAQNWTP
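System: truncated rat Arfgap1 GAP domain / Benchmarks: high control wells lacking Arfgap1, low control full reaction with DMSO / Times: compound-enzyme preincubation 20 min, reaction 120 min, detection 60 min, 25 °C / Repeats: one replicate per compound / Also added: human ARF1(Δ1-17)-GTP substrate / Measured by: Tracer-displacement fluorescence polarization with EDTA stop, 620/688 nm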
UHRF1 MBD2 ctr – UHRF1 methylated DNA binding inhibitors, primary screen, counter-screen for MBD2 inhibitor project, biochemical, TR-FRET, human UHRF1, single concentration; E3 ubiquitin-protein ligase UHRF1 (Homo sapiens), Q96T88; UHRF1 binding to methylated oligo; inhibition, % at 4.4 µM; 0.75% of 370,000 active; in the data active = inhibition above about 21%;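 note: UHRF1 SRA domain binding a hemimethylated CpG hairpin DNA probe; 0% = median of test compound wells and 100% = reference inhibitor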
* hit, by the source's call; i = inactive; . = not tested or not shown.

SMILES	PLCb3 inh	Tn7 DDE FP	ASAP1 GAP inh	Tn6 DDE FP	PLCg1 inh	KLK7 zymogen act	MBD2 DNA inh	ADAM17 inh	ARFGAP1 inhibitor	UHRF1 MBD2 ctr
CCOc1ccc(N(CC(=O)NC2CCCC2)S(=O)(=O)c2ccccc2)cc1	-4.9	-2.5	-0.7	2.8	1.8	0.6	-4.2	-1.0	10.8	0.2
Cc1cc(=O)oc2c3c(cc(OCC(=O)N4CCC(C(=O)O)CC4)c12)OC(C)(C)CC3	i	-10.3	-3.2	-1.0	i	47.5*	4.2	i	16.7	3.2
CCOc1ccc(N(CC(=O)N2CCN(Cc3ccccc3)CC2)S(C)(=O)=O)cc1	-1.6	-6.1	1.3	1.4	4.0	-0.7	-0.1	0.6	14.2	1.1
COc1ccc(-n2c(C)cc(-c3csc(NC(=O)c4ccc(S(=O)(=O)N(C)C)cc4)n3)c2C)cc1	-6.5	0.8	-2.2	-6.6	-5.7	-0.6	-5.3	0.7	8.3	-2.1
CCc1oc2c(C)c(O)ccc2c(=O)c1-c1ccc2ccccc2n1	0.3	8.1	13.9	2.4	-2.5	0.2	-0.8	-1.0	17.9	-0.3
COc1cccc(CNC(=O)CCC2CCCN(C(=O)c3ccc(OC)c(F)c3)C2)c1 (stereo unspecified)	-3.6	4.1	8.4	-3.2	0.4	0.0	-5.4	-2.8	2.5	1.5
CCOC(=O)CC[C@@H]1CC[C@]2(CCCN(C(=O)C(C)(C)C)C2)O1	2.5	2.5	.	2.9	0.4	0.0	-4.5	3.3	.	0.5
Cc1cccc(C(=O)Nc2ccccc2SCC(=O)Nc2ccc(C)c(Cl)c2)c1	-0.2	3.2	11.4	-0.1	2.1	-0.2	-1.1	0.1	-7.2	1.9
C[C@H](CO)N1C[C@H](C)[C@@H](CN(C)Cc2ccccc2)Oc2c(NC(=O)Cc3ccccc3)cccc2C1=O	0.7	5.5	1.6	7.1	1.9	1.0	5.0	-0.7	8.9	18.8
O=C1CCC(C(=O)OCC(=O)N2N=C3/C(=C\c4ccccc4)CCCC3C2c2ccccc2)N1 (stereo unspecified)	-52.3	2.0	-3.2	-6.4	-28.9	-0.3	-1.0	5.5	-12.9	-0.6
COc1ccc(N2CCN(C(=O)C3Cc4ccccc4CN3C(=O)c3ccccc3)CC2)cc1 (stereo unspecified)	-12.4	-9.8	-10.8	0.1	-4.1	-0.2	-4.1	1.1	6.3	1.6
COCCCNC(=O)C[C@H]1C[C@@]2(C(=O)OC)C(=C[C@H](C(C)(C)C)O[C@@H]2C)N(Cc2ccc3c(c2)OCO3)C1=O	1.1	5.3	0.0	-1.4	-4.0	0.3	0.2	-4.0	2.5	0.1

Arranged by value in Tn7 DDE FP (rising): 3 of the compounds above.
Structure,Tn7 DDE FP
COc1ccc(N2CCN(C(=O)C3Cc4ccccc4CN3C(=O)c3ccccc3)CC2)cc1 (stereo unspecified),-9.8
COc1cccc(CNC(=O)CCC2CCCN(C(=O)c3ccc(OC)c(F)c3)C2)c1 (stereo unspecified),4.1
COCCCNC(=O)C[C@H]1C[C@@]2(C(=O)OC)C(=C[C@H](C(C)(C)C)O[C@@H]2C)N(Cc2ccc3c(c2)OCO3)C1=O,5.3

More entries follow:
SMILES	PLCb3 inh	Tn7 DDE FP	ASAP1 GAP inh	Tn6 DDE FP	PLCg1 inh	KLK7 zymogen act	MBD2 DNA inh	ADAM17 inh	ARFGAP1 inhibitor	UHRF1 MBD2 ctr
O=C(Nc1nc2ccc(Cl)cc2s1)c1ccc(Br)o1	-32.7	-3.7	-2.2	-10.5	-25.6	0.1	-1.0	-6.1	3.6	5.6
O=C(Cn1cc(COc2ccc(-n3cccc3)cc2)nn1)NS(=O)(=O)c1ccccc1C(F)(F)F	-7.8	3.3	-4.2	1.6	-5.7	0.8	1.4	1.6	1.9	6.5
N#Cc1ccsc1NC(=O)CN1C(=O)NC2(CCCC2)C1=O	-21.2	-0.3	7.1	10.4	-22.3	0.6	-0.2	-0.9	13.4	1.6
CN(C(=O)COc1ccc(Br)cc1Cl)C1CCCCC1	-2.4	9.7	-14.5	-0.6	5.9	0.4	0.0	5.1	-4.7	1.4
CCN(CC(=O)Nc1ccc(N2CCOCC2)cc1)C(=O)Cc1ccccc1	-7.2	-1.3	2.9	1.2	-0.2	0.1	-4.5	-4.4	-9.8	0.6
Cn1c2ccsc2c2ncn(Cc3ccc(F)cc3)c(=O)c21	1.3	0.4	-4.3	0.5	-0.5	-0.8	-1.4	-4.5	1.5	-1.7
COc1ccc(NC(=O)CSc2nc(=O)n(CCN3CCOCC3)c3c2CCC3)c(OC)c1	-0.3	-3.7	-10.9	1.5	1.6	-0.3	-1.4	-1.1	-7.1	-0.7
c1ccc2c(c1)[nH]c1c(NCC3CCCO3)ncnc12 (stereo unspecified)	-14.4	7.9	-3.2	-4.8	-15.8	1.2	2.3	-49.1	7.4	-0.1
CC(C)c1ccc(NC(=O)C2CCCN(S(=O)(=O)c3ccc4c(c3)C(C)(C)C(=O)N4C)C2)cc1 (stereo unspecified)	6.2	1.9	-11.3	-4.4	5.3	1.1	-0.8	9.6*	-3.9	1.4
COc1cc(/C=N/NC(=O)c2cc(-c3cccs3)nc3ccccc23)ccc1O	-97.0	1.1	-1.6	2.8	-71.2	-12.3	-1.1	-40.5	0.6	-2.1
Cn1c(N)c(C(=O)CSc2nnc(-c3ccccc3F)n2N)c(=O)n(C)c1=O	-4.0	-7.1	-1.5	-4.6	3.7	0.2	-0.4	0.0	4.2	3.8
Cc1cc(NC(=O)c2cc(-c3ccccc3C)nc3ccccc23)no1	-1.0	3.2	12.5	-0.3	-1.4	-0.1	1.0	1.3	-8.6	-2.0
Cc1csc(SC(C)C(=O)NCC2CCCCC2)n1 (stereo unspecified)	-2.9	0.4	1.8	-2.2	-0.5	-0.2	5.5	-1.4	-6.0	6.4
COc1ccc(-c2nc(C#N)c(N3CCOCC3)o2)cc1OC	-72.9	0.0	3.4	-3.4	-66.3	4.5	-3.1	-405.4	-4.7	-0.2
Cc1cc(OCC(=O)NC(C)c2ccccc2)ccc1[N+](=O)[O-] (stereo unspecified)	-2.0	6.3	-3.0	4.8	0.6	0.1	1.9	-1.6	8.8	1.2
O=C(CSc1ccc(F)cc1)NCCSc1ccccc1	-1.4	7.9	-2.3	3.8	0.9	-0.2	2.6	-2.5	2.2	0.8
CC(O)(c1ccc(F)c(F)c1)c1nc(-c2ccc3ccccc3c2)cs1 (stereo unspecified)	-0.8	3.8	1.6	-9.1	4.5	1.3	-0.4	21.7*	1.3	5.1
O=C1c2c(Br)c(Br)c(Br)c(Br)c2C(=O)N1c1ccccn1	-13.8	-0.6	-8.2	0.8	-7.8	-0.2	3.1	-5.2	-8.5	1.6
O=C(Cn1cnc([N+](=O)[O-])c1)c1ccc(F)cc1	2.8	-4.0	4.3	-4.1	2.9	-0.2	-1.6	2.6	-9.3	0.1
CCCCCCCCN1C(=O)[C@@H](CC(=O)NCC23CC4CC(CC(C4)C2)C3)C[C@@]2(C(=O)OC)C1=C[C@H](C(C)C)O[C@@H]2C1CC1	0.5	5.1	.	1.9	2.7	0.1	-1.4	-7.4	.	-1.3
O=C1c2ccccc2C(Nc2ccc(Cl)cc2)N1CCN1CCOCC1 (stereo unspecified)	0.4	-0.5	-2.7	-2.6	2.1	0.6	-1.8	-1.6	4.3	14.9
CN(C(=O)c1cccc(COc2ccc(Cl)cc2Cl)c1)c1ccccc1	-2.1	1.4	-6.6	-9.3	-4.3	0.0	0.1	6.8	7.7	-2.1
CCOC(=O)c1sc2nc(C3CC3)cc(-c3ccc(OC)cc3)c2c1N	-43.2	2.9	7.0	1.6	-40.3	-0.2	-4.7	-3.8	11.8	2.1
O=C(Nc1cccc(Cl)c1N1CCCC1)c1ccc([N+](=O)[O-])o1	-2.2	-4.2	4.3	-0.1	0.0	0.0	-0.2	-3.9	1.5	2.5
Cc1ccc2nc(-c3ccccc3)cc(C(=O)NCCCn3ccnc3)c2c1	-34.5	0.8	2.2	0.6	-22.9	1.3	-3.6	-44.4	-5.0	-1.5
O=C(C1=C[C@H](C2CC2)C[C@H](OCc2ccc(CO)cc2)O1)N1CCOCC1	2.4	1.4	-0.2	6.3	2.0	0.1	-0.7	-1.1	-2.1	3.0
CCN1CCN(C(c2ccc(F)cc2)c2nnnn2Cc2cccs2)CC1 (stereo unspecified)	-0.4	-3.7	-10.3	4.7	-1.9	0.0	4.9	-3.2	0.1	1.0
CC(OC(=O)c1cccc(S(=O)(=O)Nc2ccccc2F)c1)C(=O)NCc1ccc2c(c1)OCO2 (stereo unspecified)	-7.5	6.0	-0.7	5.7	-3.6	0.5	0.9	-1.8	9.5	1.0
CC(=O)Nc1ccc(S(=O)(=O)Nc2nc3ccccc3nc2N2CCc3ccccc3C2)cc1	-91.1	1.6	-6.7	-6.7	-83.6	1.7	3.6	-52.7	-4.8	-3.2
CCOc1ccc(N2C(=O)C3C(c4ccccc4F)NN(C(=O)c4ccc(C)cc4)C3C2=O)cc1 (stereo unspecified)	-3.5	2.6	0.9	-0.8	-3.5	1.0	0.7	-0.3	4.1	-0.5
Cc1ccccc1NC(=O)Cc1c[nH]c2ccccc12	-5.9	3.8	-7.3	4.7	-2.1	0.7	7.1	1.4	18.0	1.2
Cc1cc(C)c(S(=O)(=O)N2C[C@H]3CON(C)[C@H]3C[C@H]2c2ccc(-n3ccnc3)cc2)c(C)c1	0.9	4.4	5.8	4.8	-1.8	0.6	-0.1	-7.4	7.7	-0.6
C/C(NCC(C)(C)CN(C)C)=C(/C#N)C(=O)NCc1ccccc1	-0.7	-1.0	-12.5	4.1	0.4	-0.9	-0.6	-2.2	0.6	0.1
CCCOc1ccc(-c2c(C(=O)N/N=C/c3ccc(OC)cc3)nnn2-c2nonc2N)cc1	-15.7	2.1	-7.4	-5.0	-17.0	56.7*	4.8	2.5	1.7	1.8
C=C(C)CSc1nc2sc3c(c2c(=O)n1-c1ccc(OC)cc1)CCN(C)C3	-35.2	5.0	4.9	4.1	-23.7	0.1	-7.8	-10.3	13.3	1.3
